p53ts 32C tox: qHTS Screen for Compounds that Selectively Target Cancer Cells with p53 Mutations: Cytotoxicity of p53ts Cells at the Permissive Temperature | Potency, µM (top dose mostly 46.1 µM), without a hit: top-dose activity change, negative = cytotoxicity, actives largely listed as cytotoxic | AID 924, 2007 | hit rate 0.93% among 130,000 | H1299-p53A138V at 32C, ATP luminescence viability, 24 h;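 also: 0% = DMSO and -100% = full killing by reference compound; nearly all actives have a fitted effect of over 55% in size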
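Viability by ATPlite luminescence after 24 h compound treatment (up to 46 uM) at the permissive 32C. Cells are H1299 carrying p53 A138V. Scale runs from DMSO basal to 100 uM tamoxifen as full kill; AC50 from Hill fits.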
Peg3 imprint: qHTS Assay for Compounds that Induce Erasure of Genomic Imprints. mouse ES Peg3-LacZ reporter, beta-gal luminescence, 40 h. Potency, µM (titrated, usually from 60.7 µM), inactives show top-dose activity change, positive = activation, usual class: activators. hit rate 0.02% among 110,000;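 also: 0% = negative control wells on the plate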
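Imprint erasure is scored as LacZ activity from the silenced maternal Peg3 allele in feeder-free female ES cells cultured 40 h with LIF. Luminescence is normalized to in-plate negative controls and fitted to the Hill equation.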
p53ts 39C kill: qHTS Screen for Compounds that Selectively Target Cancer Cells with p53 Mutations: Cytotoxicity of p53ts Cells at the Nonpermissive Temperature | H1299-p53A138V viability at 39C, ATP luminescence, 24 h | Potency, µM (titrated, usually from 46.1 µM), for the others: top-dose activity change, negative = cell killing, hits mostly cytotoxic | AID 902, 2007 | hit rate 1.5% among 130,000; also: nearly all actives have a fitted effect of over 55% in size
IkB signaling: IkB Signaling; ABC-DLBCL IkBa-CBG/CBR dual luciferase ratio, 4 h; response scale: scaled: untreated 0%, proteasome inhibitor 100%; Potency, µM (titrated, usually from 57.1 µM), without a hit: at the highest dose IkBa stabilization activation; hit rate 0.04% among 110,000; active = well fitted curve in the direction sought with a large enough effect in the signal ratio, not every such curve was filed as active; inconclusive = small, poorly fitted or top-dose-only effect, or a change in a side signal; the % refers to the signal ratio;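 also: the direction sought is a rising ratio; 0% = basal untreated cells and 100% = reference inhibitor full response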
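Luminescence ratio of IκBα-fused green versus native red beetle luciferase in OCI-Ly3 cells, 4 h post-doxycycline with compound; red signal alone, scaled from basal (0%) to zero light (-100%), flagged nonspecific or cytotoxic effects.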
Starred values were filed as active, the others as inactive; ? = inconclusive; nt = not tested or not shown; [ ] = another dose, or the depositor's remark. Unless noted, calls follow the shape of the dose curve; as a rule, active = well fitted curve in the direction sought with a large enough effect; inconclusive = small, poorly fitted or top-dose-only effect, or another doubt; inactive = no such curve, though single readings can be large; an effect the other way counts as inactive or inconclusive. Unless noted, % is scaled to controls: 0 for no effect and ±100 for the full control effect; potency is read from the fitted curve at half-maximal effect.

structure | p53ts 32C tox | Peg3 imprint | p53ts 39C kill | IkB signaling
Cc1[nH]nc2c1C(c1ccc3c(c1)OCO3)C(C#N)=C(N)O2 (stereo unspecified) | 6% | -6% | -6% | 1.1%
CNC(=O)c1ccccc1NC(=O)c1cccc(S(=O)(=O)N2CCC(C)CC2)c1 | 15% | -30% | 0% | ?
COCCn1c(=O)c(-c2cc(F)cc(F)c2)nc2cnc(Oc3ccc(OC)cc3)nc21 | -12% | nt | 2% | 7.7%[11.4 µM]
Cc1cc(C(=O)Nc2cccc(C)c2C)c2c(C)nn(-c3cccc(F)c3)c2n1 | 2% | -6%[10.9 µM] | 2% | -1.9%
O=C(CCC(=O)N1Cc2ccccc2Oc2ncccc21)Nc1ccc(Cl)cc1 | -6% | ? | -28% | 1.0%
COc1cccc(-n2cc(C(=O)Nc3cccc(C(F)(F)F)c3)c3ccccc3c2=O)c1 | 11% | -9%[10.9 µM] | -11% | ?
COc1ccc(CNCc2ccc3c(c2)n(C)c(=O)n3C)cc1 | -4% | -14%[10.9 µM] | 13% | -1.9%
Cc1ccc(C)c(N2CCN(C(=O)C3CCN(S(=O)(=O)c4ccc5[nH]c(=O)oc5c4)CC3)CC2)c1 | -1% | -15%[10.9 µM] | ? | ?
Cc1ccc(S(=O)(=O)N2CCC(C(=O)Nc3ccc4c(c3)COC4=O)CC2)cc1 | 3% | -12% | -11% | 0.7%
Cc1ccccc1NC(=O)/C(C#N)=C/c1ccc(Cl)cc1Cl | -5% | -8%[10.9 µM] | 16% | ?
O=c1c2c(nc3n1CCCCC3)-c1ccccc1CC21CCCCC1 | 6% | nt | 30% | nt
COc1cccc(NC(=O)c2sc3nc(N4CCOCC4)c4c(c3c2N)CC(C)(C)OC4)c1 | -2% | -8%[10.9 µM] | -5% | ?
CCn1c(SCC(=O)OC2CCCCC2)nc2ccccc2c1=O | 8% | -3% | -4% | 0.0%
CCOc1ccccc1NC(=O)N1CCC(c2nc3ccccc3[nH]2)CC1 | -9% | -15% | 2% | ?
Cc1ccc(N2CCN(C(=O)c3cnc(N4CCCCC4)c4ccccc34)CC2)c(C)c1 | -5% | -13%[10.9 µM] | -13% | ?
Cc1nn2c(-c3ccc(Cl)cc3Cl)nnc2s1 | -1% | 5% | -2% | -1.2%
CC(C)c1nnc(SCC(=O)N2CCc3ccccc32)n1C | 1% | nt | 0% | nt
Cc1ccccc1OCCC(=O)Nc1c(C)n(C)n(-c2ccccc2)c1=O | 6% | -3% | 3% | 0.2%
COC(=O)c1c(-c2cccs2)csc1NC(=O)c1ccc(C)cc1 | -7% | -12%[10.9 µM] | 13% | -1.8%
CCn1c(SCC(=O)N2CCc3ccccc32)nnc1-c1ccncc1 | -1% | -6% | -2% | 2.9%
Cc1cc(Oc2ccc(=O)n(C)n2)nc(Oc2ccc(=O)n(C)n2)n1 | -10% | -2% | -9% | -1.4%
CCc1ccc2c(c1)NC(c1ccc(OC)cc1)=NC(c1ccncc1)=N2 | -5% | -3%[10.9 µM] | -26% | ?
COc1ccc(N2CC(NC(=O)C(c3ccccc3)c3ccccc3)CC2=O)cc1OC (stereo unspecified) | -6% | -12%[10.9 µM] | -21% | 0.6%
OC(CN1C2=NCCN2c2ccccc21)c1ccc(Br)cc1 (stereo unspecified) | 6% | -11% | 4% | -1.2%
COc1ccc(-c2cc(C(F)(F)F)nc(N3CCN(c4ccc(F)cc4)CC3)n2)cc1OC | 8% | 1% | -10% | 0.2%
O=C(c1cccs1)N1CCCC(c2nc(-c3ccc(F)cc3)no2)C1 (stereo unspecified) | -13% | -21% | -28% | ?
CCOC(=O)C1CCCCN1C(=O)CCc1c(C)nc2ncnn2c1C (stereo unspecified) | 2% | -5% | 4% | ?
COC(=O)c1ccccc1NC(=O)c1ccc(COc2ccccc2)o1 | 6% | -25% | -7% | 3.0%
CS(=O)(=O)N1CCCC(C(=O)NCc2ccccc2Cl)C1 (stereo unspecified) | -1% | -7% | -3% | 0.0%
C=CCN1C(=O)C2C(C(=O)NCc3ccccc3)C3C=CC2(O3)C1C(=O)NC(C)(C)C (stereo unspecified) | 10% | 4% | -2% | 1.2%

Some entries already given, limited to Peg3 imprint and p53ts 32C tox:
structure | Peg3 imprint | p53ts 32C tox
COc1ccc(CNCc2ccc3c(c2)n(C)c(=O)n3C)cc1 | -14%[10.9 µM] | -4%
Cc1ccc(C)c(N2CCN(C(=O)C3CCN(S(=O)(=O)c4ccc5[nH]c(=O)oc5c4)CC3)CC2)c1 | -15%[10.9 µM] | -1%
Cc1ccc(S(=O)(=O)N2CCC(C(=O)Nc3ccc4c(c3)COC4=O)CC2)cc1 | -12% | 3%
Cc1ccccc1NC(=O)/C(C#N)=C/c1ccc(Cl)cc1Cl | -8%[10.9 µM] | -5%
O=c1c2c(nc3n1CCCCC3)-c1ccccc1CC21CCCCC1 | nt | 6%
COc1cccc(NC(=O)c2sc3nc(N4CCOCC4)c4c(c3c2N)CC(C)(C)OC4)c1 | -8%[10.9 µM] | -2%
CCn1c(SCC(=O)OC2CCCCC2)nc2ccccc2c1=O | -3% | 8%

Record cards, from the list above:
`CCn1c(SCC(=O)N2CCc3ccccc32)nnc1-c1ccncc1` across the screens: p53ts 32C tox = -1%; Peg3 imprint = -6%; p53ts 39C kill = -2%; IkB signaling = 2.9%
`COCCn1c(=O)c(-c2cc(F)cc(F)c2)nc2cnc(Oc3ccc(OC)cc3)nc21` across the screens: p53ts 32C tox = -12%; Peg3 imprint = nt; p53ts 39C kill = 2%; IkB signaling = 7.7%[11.4 µM]
`Cc1ccc(N2CCN(C(=O)c3cnc(N4CCCCC4)c4ccccc34)CC2)c(C)c1` across the screens: p53ts 32C tox = -5%; Peg3 imprint = -13%[10.9 µM]; p53ts 39C kill = -13%; IkB signaling = ?

Later entries.
structure | p53ts 32C tox | Peg3 imprint | p53ts 39C kill | IkB signaling
CCc1ccccc1NC(=O)CN1C(=O)CCn2nc(-c3cccn3C)cc21 | -7% | -11%[10.9 µM] | ? | 0.1%
CO[C@H]1COC(=O)[C@@H](CCSC)NC(=O)C/C=C\[C@@H](C)[C@H](OC)COC(=O)[C@@H](OCc2ccccc2)/C=C\[C@@H]1C | -4%[9.22 µM] | nt | -10%[9.22 µM] | nt
Cc1ccc2c(CC(=O)N(Cc3cccc(Cl)c3)C3CCS(=O)(=O)C3)coc2c1 (stereo unspecified) | 4% | -7%[10.9 µM] | -19% | ?
O=C(NCc1cccc(Br)c1)C1CCCCN1S(=O)(=O)c1ccc(F)cc1 (stereo unspecified) | 4% | -4%[10.9 µM] | -4% | ?
CCOC(=O)Cc1cc(=O)c2c(=O)n(-c3ccccc3)[nH]c2[nH]1 | 3% | -6% | 15% | 3.0%
O=c1c2sc3ccccc3c2n(Cc2ccc(F)cc2Cl)c(=O)n1Cc1ccccc1 | 1% | -16%[10.9 µM] | 4% | ?
CCOc1ccc(CNC(=O)Cn2nc(N3CCN(c4ccccc4)CC3)ccc2=O)cc1 | 5% | -10%[10.9 µM] | -8% | ?
O=C(c1ccc(Cl)cc1)N1CCCCC(Sc2nnc(-c3ccc4c(c3)OCO4)o2)C1=O (stereo unspecified) | 7.9µM* | -78%[inhibitor] | ? | 0.6%
CSc1nc(N)nc(SCCS(=O)(=O)c2ccc(Cl)cc2)c1C#N | -3% | -6% | -3% | ?
N#Cc1cn(CC(=O)N2CCCc3ccccc32)c2ccccc12 | -15% | nt | -1% | nt
COCCN(C(=O)c1cccc(OC)c1)c1nnc(-c2ccncc2)s1 | 3% | -19% | -12% | -2.2%
O=c1[nH]c2c(s1)C(c1ccco1)C1C3CCC(C3)C1S2 (stereo unspecified) | 6% | -6% | 0% | 5.0%
Cc1cccc(-n2c(=O)c3c(c4cc(C)ccc4n3C)n(CC(=O)Nc3ccc(C)c(C)c3)c2=O)c1 | 5% | 11%[10.9 µM] | -24% | -0.3%
O=C(CC1(O)C(=O)N(Cc2ccccc2)c2ccccc21)c1ccncc1 (stereo unspecified) | 3% | -21% | -11% | 0.0%
O=C1c2cccc(OCc3ccc(F)cc3)c2CCN1Cc1ccccc1 | -17% | nt | -26% | nt
O=C(O)C1CC=CCC1C(=O)Nc1ccc(S(=O)(=O)N2CCCc3ccccc32)cc1 (stereo unspecified) | -28% | 5% | -21% | -1.0%
O=C(Nc1ccc(Cl)c(Cl)c1)c1ccncc1 | -7% | -33%[inhibitor] | 2% | -0.4%
N#Cc1c(NC(=O)CSc2nnnn2C2CCCC2)sc2c1CCCC2 | 3% | -8% | -13% | 0.4%
COc1ccc(-c2cc(=O)c3c(O)cc(O)c(-c4cc(-c5cc(=O)c6c(O)cc(O)cc6o5)ccc4OC)c3o2)cc1 | 37%[activator] | -22% | 35%[activator] | nt
COc1ccc(CCNC(=O)CCS(=O)(=O)c2ccc3c(c2)oc(=O)n3C)cc1OC | 0% | 14%[10.9 µM] | -9% | -1.0%
O=C(Nc1ccccn1)c1cc(-n2cnnc2)ccc1Cl | 5% | -5% | 10% | -2.4%
O=C(CSc1ccc2nnc(-c3ccccc3)n2n1)NCc1ccco1 | 9% | -4% | 1% | 0.5%
Cc1cc(NC(=O)CSc2nc3c([nH]c4ccccc43)c(=O)n2-c2ccccc2F)no1 | 1% | -5%[10.9 µM] | -18% | 1.5%
CC(C)CO/N=C1/[C@H]2O[C@@H]2[C@@H](O)[C@H]2[C@H]1CCn1c(=O)n(C)c(=O)n12 | 0%[9.22 µM] | nt | 0%[9.22 µM] | nt
Cc1ccc(S(=O)(=O)CC(c2ccccc2)N2CCOCC2)cc1 (stereo unspecified) | 3% | -4% | 9% | 1.2%
Clc1cccc(-c2nn3c(-c4ccncc4)nnc3s2)c1 | -4% | 7% | -6% | 0.6%
O=c1cc(-c2ccccc2)n2c(SCc3ccc(F)cc3)nnc2[nH]1 | 0% | -11%[10.9 µM] | -6% | 13%
N#Cc1nc(Cc2cccc3ccccc23)oc1NCCCN1CCOCC1 | 7% | -9% | 7% | -2.6%
CCOc1ccc(CNC(=O)Cc2ccc(NC(=O)N3CCSc4ncccc43)cc2)cc1 | -16% | -13%[10.9 µM] | -24% | ?
Cc1ccc(NC(=O)c2cccc(OCc3c(C)noc3C)c2)c(C)c1 | -2% | -15% | -22% | ?

2 entries from above, field by field:
> CCc1ccccc1NC(=O)CN1C(=O)CCn2nc(-c3cccn3C)cc21
  p53ts 32C tox: -7% | Peg3 imprint: -11%[10.9 µM] | p53ts 39C kill: ? | IkB signaling: 0.1%

> CCOc1ccc(CNC(=O)Cc2ccc(NC(=O)N3CCSc4ncccc43)cc2)cc1
  p53ts 32C tox: -16% | Peg3 imprint: -13%[10.9 µM] | p53ts 39C kill: -24% | IkB signaling: ?

New compounds follow
structure | p53ts 32C tox | Peg3 imprint | p53ts 39C kill | IkB signaling
COc1ccc(S(=O)(=O)N(CC(=O)N(C)Cc2ccccc2)c2ccc(Cl)cc2)cc1 | 11% | -11%[10.9 µM] | -5% | 7.7%
CCCCc1noc2c1/C(=N\O)CC(c1ccccc1)C2 (stereo unspecified) | 1% | -1% | -2% | -0.1%
O=C(NC1CCCCC1)NC1CC2CCC(C1)N2C(=O)NC1CCCCC1 (stereo unspecified) | -7% | nt | -2% | 1.0%
Cc1cccc(NS(=O)(=O)c2cc(OCC(N)=O)c(C)cc2Cl)c1 | 8% | nt | 22% | nt
CCc1ccc(NC(=O)CSc2nc3ccccc3c(=O)n2CCN2CCOCC2)cc1 | 7% | -15% | -1% | 0.8%
CCOc1cccc(CNC(=O)c2ccc(N3CCCC3)c(NC(=O)NCc3ccc(F)cc3)c2)c1 | -9% | 12%[10.9 µM] | -3% | ?
O=C1c2[nH]nc(-c3ccc(Br)cc3)c2C(c2cccc(O)c2)N1c1ccc(Cl)cc1 (stereo unspecified) | ? | 3%[10.9 µM] | 16µM* | ?
CCOc1cc(/C=N/n2cnnc2)ccc1OCC(=O)Nc1ccccc1OC | 2% | 4% | 10% | -0.8%
CCc1ccc(N2C(=O)c3sc4nnc(C)c(=O)n4c3C2=O)cc1 | 6% | -23% | 7% | 1.2%
Cc1cccc(NC(=O)CSc2nc3ccc(NC(=O)COc4ccccc4C)cc3s2)c1 | -28% | -11%[10.9 µM] | ? | ?
COc1ccc(CNC(=O)c2cnc3sc(N4CCCCCC4)nn3c2=O)cc1 | 2% | -12%[10.9 µM] | -2% | -0.5%
